Bioassay records from PubChem.
Cneo AK release – Cryptococcus neoformans lysis via adenylate kinase release | C. neoformans lysis, adenylate kinase release luminescence, 4 h; normalised: neutral wells 0, clomiphene wells 100 | lysis activity, % at 15 µM | hit rate 0.2% among 360,000 | AID 651654;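 active means mean lysis activity across replicates of at least 80%, whatever share of replicates individually reach that level; inactive means mean lysis activity below 80%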
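Test system: log-phase Cryptococcus neoformans yeast cells. Input: 5 × 10^6 yeast cells/mL. Medium: fresh YPD growth medium. Doses: single dose. Incubation: static 4 h at 37 °C with compound, 1 h detection. Measured by: luminescent adenylate kinase detection reagent. Read-out: signal increase indicating cell lysis. Benchmarks: Clomiphene.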
CASP6 VEID inh – inhibitors of human caspase-6; purified caspase-6, Z-VEID-R110 cleavage fluorescence; inhibition, % at 12.5 µM; hit rate 0.53% among 350,000;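 active means mean inhibition across replicates at least about 35%, with every replicate also reaching that limit, limit read from the data; inconclusive means only one of the two criteria met; inactive means neither criterion met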;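 further: 0% = median of neutral control wells and 100% = no fluorescence left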
Target sequence (P55212 24-179 limits assumed): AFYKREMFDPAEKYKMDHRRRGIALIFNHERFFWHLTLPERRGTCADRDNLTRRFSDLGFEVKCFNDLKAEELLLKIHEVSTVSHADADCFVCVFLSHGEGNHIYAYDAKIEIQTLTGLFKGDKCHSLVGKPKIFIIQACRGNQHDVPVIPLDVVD
Target sequence (P55212 194-293 limits assumed): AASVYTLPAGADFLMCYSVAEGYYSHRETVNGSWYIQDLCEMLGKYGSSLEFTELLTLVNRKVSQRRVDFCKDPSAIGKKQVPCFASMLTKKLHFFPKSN
LGR2 antag – Drosophila LGR2 receptor signaling inhibition; HEK293 LGR2, CRE-luciferase, bursicon-stimulated, 4 h; inhibition, % at 9.99 µM; hit rate 0.35% among 380,000;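 active means drop in luminescence signal, shown as inhibition above about 50% in the replicate tests, limit read from the data, passing the limit was not always enough; inconclusive means probably only some replicates passing the limit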;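 further: agonist challenge used bursicon conditioned medium at about half maximal strength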
PGC1a acetyl inh – modulators of PGC1a acetylation | U2OS PGC1a acetylation, AlphaScreen anti-acetyl-lysine; with virally co-expressed GCN5 acetyltransferase | inhibition, % at 15.6 µM | hit rate 0.17% among 350,000;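 active means every replicate shows inhibition of at least 40%; inconclusive means mean inhibition at least 40% but some replicate below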;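 further: 0% = neutral control wells and 100% = positive control wells; some results beyond the cut were filed as inactive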
EWS-Fli block – inhibitors of EWS/Fli oncoprotein transcriptional activity. A673 NR0B1-luciferase reporter, viability-normalised. inhibition, % at 12.6 µM. hit rate 0.67% among 350,000. AID 651661;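 active means mean inhibition of at least 50% after viability correction, with every replicate also passing that limit; inconclusive means mean reaches 50% but only one of two replicates passes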;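 further: firefly luciferase signal divided by Alamar Blue viability fluorescence both relative to DMSO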
PAX8 inh HTS – PAX8 transcriptional activity inhibition; RMG-I TPO-luciferase reporter, SteadyGlo, 24 h; inhibition, % at 12.6 µM; hit rate 1.2% among 360,000; AID 652154;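 active means mean replicate inhibition at least 60% with every replicate also reaching 60%; inconclusive means only one of the two criteria is met; inactive means mean below 60% and not all replicates reaching 60%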;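 further: luciferase light reporting Pax8 driven TPO promoter activity; plate controls were median of neutral control wells for no effect and mitoxantrone controls for full effect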
miR-122 sensor – blocks miR-122 activity in Huh7 sensor cells | activation (reporter increase), % at 12.5 µM | hit rate 0.3% among 340,000 | Huh7 miR-122 Renilla luciferase sensor, 48 h; neutral wells = 0, positive control = 100 | AID 602342;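 active means mean replicate activation score at least 90 and every replicate individually at or above 90; inconclusive means only one of the two criteria met; inactive means neither criterion met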;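 further: higher luciferase means less miR-122 activity so hits act as miR-122 inhibitors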
FN deposition inh – fibronectin deposition inhibition; hit rate 0.086% among 350,000; AID 743247; AH1F fibroblasts, Alexa488-fibronectin deposition fluorescence, overnight; inhibition, % at 12.6 µM;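 active means mean inhibition across replicates of 30% or more, regardless of how many single replicates reach that level; inconclusive means mean under 30% yet at least half of replicates reach 30%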;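 further: positive control wells lacked labelled fibronectin entirely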
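test system = AH1F fibroblasts assembling fluorescent fibronectin matrix | quantity = 10000 AH1F cells per well | buffer or medium = DMEM plus 2% serum, read in PBS | doses = single dose, pinned | incubation = 1 h cell attachment, overnight exposure to compound and label | detection = fluorescence at 485 nm excitation, 525 nm emission | read-out basis = inhibition from reduced deposited-fibronectin fluorescence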
Numbers without * were called inactive; ? = inconclusive; . = not tested or not shown; [ ] = dose if it differs, or a comment.

compound	Cneo AK release	CASP6 VEID inh	LGR2 antag	PGC1a acetyl inh	EWS-Fli block	PAX8 inh HTS	miR-122 sensor	FN deposition inh
CC(C)(C)NC(=O)Cn1c(=O)c(=O)n(Cc2ccccc2)c2ccc(Cl)cc21	-2	.	15	-2	.	.	-1	.
CC1(C)CC(NC(=O)c2ccc(Br)o2)CC(C)(C)N1	0	-1	12	.	-3	7	-5	10
O=C(O)c1ccc(CNC(=O)c2ccccc2NC(=O)c2cccc([N+](=O)[O-])c2)cc1	.	-1	?	-3	-6	1	24	-6
Cc1nc(-c2cccc(Br)c2)ccc1C(=O)O	.	-3	-7	-1	3	-5	.	.
COc1ccc(NC(=O)Nc2ccc(OCC(=O)N3CCOCC3)cc2)cc1OC	-2	0	5	6	.	.	-2	-5
C[C@H]1CN([C@@H](C)CO)C(=O)Cc2cc(N(C)C)ccc2O[C@H]1CN(C)S(=O)(=O)c1cn(C)cn1	-3	2	-8	1	8	-8	2[16.7 µM]	-8
CS(=O)(=O)Nc1ccc(C(=O)NC2CCCCC2)cc1	2	-1	.	-12	3	19	-3	-2
C[C@H](O)C#Cc1cnc2c(c1)C(=O)N([C@H](C)CO)C[C@@H](C)[C@H](CN(C)Cc1ccc(-c3ccccc3)cc1)O2	.	.	-33	8	-9	-6	-2[16.7 µM]	2
Cc1onc(-c2c(Cl)cccc2Cl)c1C(=O)Nc1ccc2c(c1)OCO2	1	1	-4	9	16	.	.	.
C=CCn1c(=S)[nH]c2cc(C(=O)Nc3ccc(F)cc3)ccc2c1=O	2	1	-20	.	-3	-5	-12	9
O=C(Cn1nnc(-c2ccccc2)n1)NNC(=O)c1ccco1	.	1	1	6	3	5	.	1
Cc1c(Br)cc(C(=O)N2CCCCCC2)c(C)c1C	-5	.	.	-2	.	.	7	20
O=C1O/C(=C/C(=O)N2CCOCC2)c2ccccc21	-1	.	-7	3	.	.	2	.
C[C@H]1CN([C@@H](C)CO)C(=O)c2c(c3ccccc3n2C)-c2ccccc2CO[C@@H]1CN(C)S(=O)(=O)c1ccc([N+](=O)[O-])cc1	.	0	3	.	12	23	.	-14
CC(C)Cn1c(N)c(C(=O)COC(=O)c2c(O)c(Cl)cc(Cl)c2Cl)c(=O)n(C)c1=O	-2	-1	.	.	0	-3	.	-4
O=C(C[C@@H]1CC[C@H]2[C@@H](COC[C@@H](O)CN2Cc2cccc(C(F)(F)F)c2)O1)NCCc1ccncc1	4	-7	-19	-14	9	17	-8[16.7 µM]	-3
Cc1cccc(N(CC(=O)NC(C)(C)C)C(=O)CNC(=O)c2cccs2)c1	.	1	.	?	-4	-21	-1	-1
COc1ccccc1OCC(=O)Nc1cc2c(cc1C(=O)O)OCCCO2	4	0	20	.	-21	2	.	0
Nc1nonc1-c1nc2ccccc2n1Cc1ccc(F)cc1Cl	-1	.	.	-27	.	12	2	2
COc1cccc(-c2cc(C(=O)NCCc3ccccc3)no2)c1	0	.	2	3	.	.	10	1

Carrying on:
compound	Cneo AK release	CASP6 VEID inh	LGR2 antag	PGC1a acetyl inh	EWS-Fli block	PAX8 inh HTS	miR-122 sensor	FN deposition inh
CC(C)N(CC#CC(O)(c1ccccc1)c1ccccc1)C(C)C	.	1	2	.	10	-5	.	7
CNNC(=O)C(=O)NNS(=O)(=O)c1ccccc1	1	-2	-1	.	-2	10	.	-13
NC(=O)C1CCN(C(=O)c2cccc3ccccc23)CC1	1	-8	-3	11	16	5	-2	2
CCN(CC)Cc1ccc(NC(=O)c2sc3cc(Cl)ccc3c2Cl)cc1	.	-1	.	.	1	32	.	14
Cc1ccc2c(c1)[C@@H]1[C@H](CO2)[C@H](c2ccccc2)[C@@]2(C)C(=O)N[C@H](C)C(=O)N12	3	3	7	.	-12	-6	-2	-7
CCC1(CC)Cc2ccccc2-c2nc(NCCO)[nH]c(=O)c21	3	.	.	7	.	.	-1	9
C=CCNc1nc(NCCNC(C)=O)c2sc(-c3ccccc3)cc2n1	0	-11	-19	.	-12	-14	-6	-7
Cc1cccc(NC(=O)COC(=O)c2ccc3nc(C)c(C)nc3c2)c1	1	3	11	-2	-11	-2	-7	4
Cc1nc(S(=O)(=O)N2CCN(C3c4ccccc4-c4ccccc43)CC2)cn1C	0	-4	4	33	11	10	9	5
COc1ccccc1CNC(=O)C[C@@H]1C=C[C@H](NC(=O)CC2CC2)[C@H](CO)O1	5	2	6	1	2	8	.	.
Nc1ccc(C(=O)NNC(=O)C2COc3ccccc3O2)cc1[N+](=O)[O-] (stereo unspecified)	.	5	1	.	6	-5	.	-2
O=C1CC(C(=O)O)S/C(=N\NC(=O)c2ccccc2)N1 (stereo unspecified)	0	0	1	-4	1	.	-7	.
CCN(CC)S(=O)(=O)c1ccc(Br)c(OC)c1	-5	.	.	.	.	-8	5	0
C/C(=N\NS(=O)(=O)c1ccc([N+](=O)[O-])cc1)c1ccc(NC(=O)c2ccco2)cc1	-1	3	-61	-4	-26	-31	1	2
COc1ccccc1-n1c(SCC(=O)Nc2ccccc2C)nc(O)cc1=O	0	.	17	-4	.	.	.	-4
CCOc1ccc(C(=O)Nn2cnnc2)cc1OCC	1	-4	-23	-2	8	14	-11	1
CC(C)C(c1nnnn1C1CCCC1)N1CCCCC1 (stereo unspecified)	-2	.	.	4	.	15	3	-3
CC1CCCN(CCCOc2ccccc2-c2ccccc2)C1 (stereo unspecified)	.	2	-16	-2	8	4	.	-2
COc1cccc(-c2ccc3c(c2)[C@H]2[C@H](CCN2C(=O)c2ccc4c(c2)OCO4)[C@@H](CO)N3C)c1	1	0	0	6	6	58	36[16.7 µM]	-19
CS(=O)(=O)Nc1ccc(C(=O)CSc2nnc(C3CC3)n2C2CC2)cc1	6	4	10	4	-1	-18	-4	4

(listing goes on)
compound	Cneo AK release	CASP6 VEID inh	LGR2 antag	PGC1a acetyl inh	EWS-Fli block	PAX8 inh HTS	miR-122 sensor	FN deposition inh
Sc1nnc(-c2ccc(Cl)cc2)n1Cc1ccccc1	2	0	-3	.	9	2	3	.
O=C(O)C(F)=C1c2ccccc2-c2ccccc21	-1	3	3	3	-4	5	-5	-13
C[C@H]1CN([C@@H](C)CO)S(=O)(=O)c2ccc(C#CC3CC3)cc2O[C@@H]1CN(C)Cc1ccccc1	58	0	9	8	9	-6	81[16.7 µM]	.
COc1ccc(C(CNC(=O)Cc2ccccc2Cl)N2CCCCC2)cc1 (stereo unspecified)	-2	7	-17	.	-5	9	.	-1
COc1cc(C(=O)N2CCC(O)(c3ccccc3)CC2)cc(OC)c1OC	-1	.	.	16	.	7	-2	-9
COCC(=O)N1CCCCN2[C@H](CO)[C@@H](c3ccc(C#Cc4ccccc4)cc3)[C@H]2C1	4	3	4	-3	-22	-36	-2[16.7 µM]	.
CCOc1ccc(NC(=O)NC2CCCc3ccccc32)cc1 (stereo unspecified)	-4	-3	-12	.	-28	-7	.	3
Cc1cnc(NC(=O)C2CCCO2)s1 (stereo unspecified)	0	-6	-4	17	-21	.	26	.
Cc1ccc(S(=O)(=O)Nc2cccc3c2O[C@@H](CN(C)S(=O)(=O)c2ccc(F)cc2)[C@H](C)CN([C@@H](C)CO)C3=O)cc1	3	.	-12	8	-5	-3	-5[16.7 µM]	.
CCn1c(SCC(=O)Nc2ccccc2C)nc2nc3c(cc2c1=O)COC(C)(C)C3	.	2	-7	.	-5	17	.	-5
O=C(CSc1n[nH]c(-c2ccccn2)n1)Nc1ccc(Cl)cc1	-1	-1	21	-1	49	11	7	12
Cc1cc(OCC(=O)NC(Cc2c[nH]c3ccc(O)cc23)C(=O)O)c2c(C)c(C)c(=O)oc2c1 (stereo unspecified)	0	4	-9	0	5	.	-3	.
Cc1ccc(Cl)cc1Nc1nc(N2CCOCC2)nc(N2CCOCC2)n1	1	6	7	.	9	23	.	3
Cc1nc2n[nH]c(N)c2nc1C	1	1	-17	3	0	-13	-7	1
COc1ccc(OCCC(=O)OCC(=O)NCc2ccc(F)cc2)cc1	.	-1	9	-4	-1	1	.	12
COc1cc(N=Cc2c(CO)cnc(C)c2O)cc(OC)c1OC	0	0	8	8	11	8	-13	-4
CC(=O)Nc1ccc(/C=C/c2ccc3cccc([N+](=O)[O-])c3n2)cc1	-1	2	-23	14	-50	-34	9	10
Cc1ccccc1Cc1n[nH]c(=S)n1N	6	.	-14	0	.	2	1	4
O=C(C1=C[C@H](c2coc3ccccc3c2=O)C[C@H](OCCCCO)O1)N1CCN(Cc2ccccc2)CC1	-2	.	-4	1	2	-7	-3	-1
COc1ccc(CN2CC3(CN(C(C)=O)C3)c3c(n(C)c4cc(OC)ccc34)[C@@H]2CO)cc1	.	1	-16	3	-3	.	.	-2

New compounds follow.
compound	Cneo AK release	CASP6 VEID inh	LGR2 antag	PGC1a acetyl inh	EWS-Fli block	PAX8 inh HTS	miR-122 sensor	FN deposition inh
Cc1cccc(OCC(=O)NNC(=O)c2cc(S(=O)(=O)N(C)C)ccc2N2CCCC2)c1	.	-1	-12	7	0	1	.	-10
CCCCN(C(=O)CSc1nnc(Nc2ccccc2)s1)c1c(N)n(CCC)c(=O)[nH]c1=O	.	-3	5	.	-4	-19	.	19
COc1ccc(NC(=O)Nc2ccc3c(c2)C(=O)N([C@H](C)CO)C[C@@H](C)[C@@H](CN(C)C(=O)CCC(F)(F)F)OCCCC[C@H](C)O3)cc1	95*	4	25	-2	-5	11	36[16.7 µM]	.
COc1cc(/C=C/C(=O)O)cc(S(=O)(=O)Nc2cc(C(F)(F)F)ccc2N2CCOCC2)c1OC	1	6	-22	.	4	-5	.	-12
CN(C)CCCNC(=O)C[C@H]1C[C@H](C(=O)N2CCOCC2)[C@@]2(CCC3CCCC3)c3[nH]c4cc(-c5ccco5)ccc4c3CCN2C1=O	12	-81	14	-16	8	3	-15	2
CN1C(=O)c2cc(NC(=O)C3CC3)ccc2OC[C@@H]2O[C@H](CC(=O)NC3CCC3)CC[C@@H]21	-10	2	-6	-4	1	7	-10[16.7 µM]	5
C=C(C)C(=O)OCCCCCCOc1ccc(C(=O)O)cc1	-1	.	.	-12	.	5	-1	.
O=c1c2ccccc2ncn1CCc1ccncc1	.	-2	10	-4	2	-4	-7	-7
Cc1cccc(-c2ccc([C@@H]3[C@@H](CO)N4CCCCN(S(=O)(=O)c5cn(C)cn5)C[C@H]34)cc2)c1	1	0	22	-2	.	8	8[16.7 µM]	.
Cc1ccc(-c2nn(-c3ccccc3)cc2C(=O)N2CCOCC2)cc1C	0	1	-1	.	5	31	6	4
CCOc1ccccc1N1CC(C(=O)Nc2cccc(S(=O)(=O)N3CCCCC3)c2)CC1=O (stereo unspecified)	1	.	-6	-15	7	8	-3	.
NC(=O)c1ccc(SCC(=O)OCC(=O)NCC2CCCCC2)c([N+](=O)[O-])c1	0	-3	-1	0	0	10	-7	0
O=C(NCc1ccccc1)C(c1cc2ccccc2o1)n1c(=O)c(-c2cc3ccccc3[nH]2)nc2ccccc21 (stereo unspecified)	.	0	-15	.	-18	19	.	0
Cc1ccc(C)c(-n2c(-c3ccco3)n[nH]c2=S)c1	0	0	-1	0	-6	6	0	9
